Compound activity from PubChem BioAssay.
GLS inhibitor: glutaminase GLS (human) inhibition; GLS enzymatic activity, qHTS titration; Potency, µM (series often up to 45.5 µM), without a hit: top-dose activity change, negative = inhibition, most hits filed as inhibitors; O94925; 410,000 tested, 0.21% active; note: % is set by controls: 0 for no effect and ±100 for the full control effect
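Compounds were pin-transferred onto hKGA, after which L-glutamine (1 mM solution) and a detection mix of glutamate oxidase, HRP and Amplex Red were added. Initial and 30 min RT fluorescence reads were collected.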
G9a inh: blocks human histone lysine methyltransferase G9a; 350,000 tested, 8.8% active; AID 504332; Potency, µM (top dose mostly 102 µM), for the others: at the highest dose activity, negative = inhibition, most hits filed as inhibitors; G9a H3K9 monomethylation, AlphaScreen, 2 h; Q96KQ7; note: % is set by controls: 0 for no effect and ±100 for the full control effect; nearly all actives have a fitted effect of over 75% in size
Target sequence (Q96KQ7 913-1193 limits assumed): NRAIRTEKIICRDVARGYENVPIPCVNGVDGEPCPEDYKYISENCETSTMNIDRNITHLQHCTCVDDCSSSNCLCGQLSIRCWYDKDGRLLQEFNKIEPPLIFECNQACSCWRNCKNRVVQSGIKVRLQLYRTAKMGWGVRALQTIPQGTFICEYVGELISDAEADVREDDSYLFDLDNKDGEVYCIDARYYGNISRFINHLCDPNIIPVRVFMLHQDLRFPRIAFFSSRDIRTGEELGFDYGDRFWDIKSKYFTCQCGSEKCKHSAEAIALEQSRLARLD
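AlphaScreen read-out: biotin-H3K9 peptide (500 nM) methylation by 20 nM enzyme with 20 uM SAM, 2 h at room temperature after 15 min compound preincubation; anti-monomethyl H3K9 antibody plus donor/acceptor beads, 10 min dark.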
HP1b chromo inh: inhibitors of HP1-beta chromodomain binding to methylated histone tails | AlphaScreen HP1-beta / biotin-H3K9me3 peptide binding | 390,000 tested, 0.56% active | Potency, µM (top dose mostly 114 µM), without a hit: at the top dose activity change, negative = inhibition, most hits filed as inhibitors | P83916; note: nearly all actives have a fitted effect of over 70% in size; inactives centre near 23
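AlphaScreen: HP1-beta (50 nM) preformed 30 min with biotin-H3(1-18)K9me3 peptide (50 nM) in PBS pH 7.4, 0.01% Tween-20. Compound added for 30 min at RT, then streptavidin donor/nickel chelate acceptor beads (10 ug/mL) for 30 min.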
BAZ2B block: inhibitors of human BAZ2B bromodomain | AlphaScreen BAZ2B-H3K14Ac peptide displacement | Potency, µM (top dose mostly 114 µM), inactives show at the top dose activity change, negative = inhibition, actives largely listed as inhibitors | 360,000 tested, 4.4% active; note: % is set by controls: 0 for no effect and ±100 for the full control effect; nearly all actives have a fitted effect of over 60% in size
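Protein-peptide AlphaScreen: BAZ2B 50 nM, b-H3K14Ac 50 nM, 1x PBS pH 7.4 + 0.01% Tween-20. Preincubation 30 min RT; cpd 30 min RT (top 110 uM); beads 20 min RT, light-protected.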
JMJD2A Tudor inh: JMJD2A Tudor domain (human) inhibition; O75164; AlphaScreen JMJD2A-Tudor / H3K4me3 peptide binding; Potency, µM (highest dose often 114 µM), inactives show at the highest dose activity change, negative = inhibition, actives largely listed as inhibitors; 390,000 tested, 4.4% active; note: % is set by controls: 0 for no effect and ±100 for the full control effect; nearly all actives have a fitted effect of over 50% in size
Tb PGK inh: blocks T. brucei phosphoglycerate kinase | 380,000 tested, 0.043% active | AID 602233 | Potency, µM (doses to about 57.5 µM), for the others: at the highest dose activity change, negative = inhibition, hits mostly inhibitors | PGK/GAPDH coupled, Kinase-Glo luminescence, 60 min | P07378; note: % is set by controls: 0 for no effect and ±100 for the full control effect; nearly all actives have a fitted effect of over 60% in size
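Recombinant glycosomal PGK reaction used 1,3-bisphosphoglycerate generated in-well by GAPDH (100nM final) in 100mM TEA pH 7.6, 5mM MgCl2, 0.01% Tween-20. After 60 minutes at room temperature, ATP was read by Kinase-Glo Plus luminescence end-point.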
BLM inh: inhibitors of human Bloom syndrome helicase BLM. recombinant BLM DNA unwinding, fluorescence dequenching. Potency, µM (doses to about 56.1 µM), for the others: at the top dose activity change, negative = inhibition, actives largely listed as inhibitors. 350,000 tested, 0.2% active;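 note: plate controls were vehicle for no effect and no enzyme for full effect; nearly all actives have a fitted effect of over 35% in size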
Pin1 inh: human Pin1 inhibition | Q13526 | Pin1 FP peptide displacement, HiFluor488, 10 min | Potency, µM (titrated, usually from 115 µM), inactives show at the highest dose activity, negative = inhibition, usual class: inhibitors | 390,000 tested, 0.009% active | AID 504891; active = well fitted inhibition curve with a large enough effect in the polarisation, with a control signal flat, not every such curve was filed as active; inconclusive = small, poorly fitted or top-dose-only effect, or effect the other way, or a change in a side signal; inactive = no such curve, though single readings can be large or run the other way; the % refers to the polarisation; note: % is set by controls: 0 for no effect and ±100 for the full control effect
POLI inh: blocks human DNA polymerase iota activity; Q9UNA4; Pol iota fluorescent replication assay, 10 min; Potency, µM (series often up to 115 µM), inactives show at the top dose activity, negative = inhibition, most hits filed as inhibitors; 390,000 tested, 1% active
Target sequence (Q9UNA4 whole entry, looked up): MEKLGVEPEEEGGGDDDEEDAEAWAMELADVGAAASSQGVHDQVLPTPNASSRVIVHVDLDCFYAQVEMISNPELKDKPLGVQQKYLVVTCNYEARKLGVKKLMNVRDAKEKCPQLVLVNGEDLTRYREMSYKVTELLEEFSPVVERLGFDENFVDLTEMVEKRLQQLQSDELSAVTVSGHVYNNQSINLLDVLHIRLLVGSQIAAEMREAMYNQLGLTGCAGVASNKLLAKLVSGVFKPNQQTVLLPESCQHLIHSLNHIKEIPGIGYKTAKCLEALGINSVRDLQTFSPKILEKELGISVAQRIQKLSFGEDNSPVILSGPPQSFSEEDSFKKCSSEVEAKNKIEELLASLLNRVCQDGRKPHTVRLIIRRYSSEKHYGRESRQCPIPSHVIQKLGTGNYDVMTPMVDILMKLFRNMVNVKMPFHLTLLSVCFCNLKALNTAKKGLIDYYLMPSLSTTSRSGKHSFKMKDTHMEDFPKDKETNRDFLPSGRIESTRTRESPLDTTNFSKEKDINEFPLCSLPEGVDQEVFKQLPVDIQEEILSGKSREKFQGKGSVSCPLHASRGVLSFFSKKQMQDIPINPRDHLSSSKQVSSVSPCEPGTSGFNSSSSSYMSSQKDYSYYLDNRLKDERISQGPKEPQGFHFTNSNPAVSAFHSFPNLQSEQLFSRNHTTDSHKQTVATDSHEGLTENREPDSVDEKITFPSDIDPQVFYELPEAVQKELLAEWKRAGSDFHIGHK
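Pol iota at 10 nM preincubated 15 min with compounds at room temperature; reaction started with fluorescent substrate, 50 nM final. Fluorescence read kinetically at 0 and 10 min; buffer-only wells as negative control.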
Active calls of the source: *; i = inactive; u = inconclusive; x = not tested or not shown; [ ] = another dose, or the depositor's remark. Unless noted, calls come from the whole dose curve; as a rule, active = well fitted curve in the direction sought with a large enough effect; inconclusive = small, poorly fitted or top-dose-only effect, or another doubt; inactive = no such curve, though single readings can be large; an effect the other way counts as inactive or inconclusive. Potency is the fitted concentration of half-maximal effect. Not all compounds are listed; the hit share may differ from the screen's.

1: CCCNC(=O)COc1nc2ccccc2nc1N1CCOCC1
2: Cn1c(=O)c2c(nc(N3CCCCCC3)n2CC(=O)c2ccc(Br)cc2)n(C)c1=O
3: COc1ccc(NC(=O)c2sc(NC(=O)COc3ccccc3)nc2C)cc1
4: CC(C)(C)c1cc(C(=O)NCc2ccccc2)ccn1
5: Cc1nnnn1-c1cccc(C(=O)O)c1
6: O=C(Nc1nnc(C(F)(F)F)s1)c1ccc(N2C(=O)C3C4C=CC(C4)C3C2=O)cc1 (stereo not given)
7: COc1ccccc1NC(=O)C1=C(C)NC(SCC(=O)Nc2ccc(C(=O)O)cc2)=C(C#N)C1c1cccs1 (stereo not given)
8: O=C(c1cc(S(=O)(=O)N2CCC3(CC2)OCCO3)ccc1F)N1CCCCC1
9: CCSc1nc2ccccc2n1CCC(=O)O
10: NS(=O)(=O)c1cccc(NC(=O)Cc2ccc(Cl)c(Cl)c2)c1
Assay by compound	1	2	3	4	5	6	7	8	9	10
GLS inhibitor	2%	4%	-4%	-16%	-5%	1%	9%	-2%	2%	-3%
G9a inh	-3%[59 µM]	-37%[12.7 µM]	17%	2%[59 µM]	-40%[59 µM]	-8%	u	-22%	u	-27%
HP1b chromo inh	11%	13%	21%	22%	26%	18%	33%	19%	13%	46%[activator]
BAZ2B block	8%	-13%	-2%	6%	-9%	10%	-20%	-15%	6%	-13%
JMJD2A Tudor inh	-9%	-16%	-10%	-5%	-10%	-23%	-14%	-6%	-12%	-1%
Tb PGK inh	6%	-1%	x	6%	-7%	-4%	1%	-2%	1%	-3%
BLM inh	-2%	-1%	-5%	-6%	-1%	-3%	-1%	-6%	-4%	-9%
Pin1 inh	1%	-1%	3%	0%	0%	-4%	-13%	-3%	4%	-3%
POLI inh	46%[activator]	-5%	-20%	-22%	-6%	-5%	5%	29%	2%	31%[activator]

Single values from the entries so far.
cpd 7 @ GLS inhibitor: 9%
cpd 4 @ GLS inhibitor: -16%

More structures follow:
11: CCOC(=O)N1CCN(C(=O)CCc2c(C)nc3c(c(C)nn3-c3ccc(C)c(C)c3)c2C)CC1
12: Cc1c(Cl)cccc1NC(=O)CCC(=O)NNC(=O)c1ccccc1Cl
13: O/N=C(/c1ccc(F)cc1)C1CC1c1c(F)cccc1Cl (stereo not given)
14: COc1ccc(NC(=O)C(C/C=C(/C)Cl)C(C)=O)cc1 (stereo not given)
15: CC(C)N(Cc1nc(-c2ccc(Cl)cc2)no1)C(=O)c1ccc(C(C)(C)C)cc1
16: C=C(C)CSCc1nc2ccccc2[nH]1
17: CC(O)CN=c1cc(-c2ccccc2)oc2ccc(Cl)cc12 (stereo not given)
18: CCOc1ccc(C(=O)NCC(=O)OCC(=O)Nc2ccccc2OC)cc1
19: Cc1ccc(S(=O)(=O)NCCSc2nnnn2-c2ccc(Cl)c(C(=O)O)c2)cc1
20: NC(=O)CC(NC(=O)Cc1cccc2ccccc12)c1ccc(NCC2CC2)c([N+](=O)[O-])c1 (stereo not given)
Assay by compound	11	12	13	14	15	16	17	18	19	20
GLS inhibitor	-20%	-10%	-3%	u	0%	5%	1%	-10%	-8%	2%
G9a inh	19%[12.7 µM]	10%	20%	24%[59 µM]	15%[59 µM]	5%	22%	-38%[59 µM]	-41%[59 µM]	-6%[12.7 µM]
HP1b chromo inh	1%	42%[activator]	18%	u	35%	28%	34%[activator]	74%[activator]	20%	26%
BAZ2B block	0%	-1%[57.1 µM]	1%	7%	0%	5%	10%[57.1 µM]	2%	-15%	4%
JMJD2A Tudor inh	-15%	-10%	-6%	-23%[11.4 µM]	0%	-13%	-26%	10%	-14%	-15%
Tb PGK inh	-3%	-18%	-1%	4%	-7%	-2%	-4%	-7%	1%	5%
BLM inh	1%	-3%	-12%	-4%	-10%	-1%	41%[activator]	-10%	-3%	-2%
Pin1 inh	0%	-9%	-6%	2%	-7%	0%	-7%	-2%	8%	40%[activator]
POLI inh	-9%	14%	0%	0%	-11%	0%	u	u	-12%	30%

21: COC(=O)c1cnn(-c2nc(-c3ccccc3)cs2)c1N
22: CCc1cccc(C)c1NC(=O)CN(C)Cc1ccccc1F
23: Cc1ccnc(NC(=O)c2ccco2)n1
24: COc1ccc(CNC(=O)Cn2c(=O)n3nc(-c4ccc(OC)cc4)nc3c3ccccc32)cc1
25: CC(C)Cn1c(SCC(=O)N2CCc3ccccc3C2)nc(O)cc1=O
26: COC(=O)C(C(=O)OC)C(c1ccccc1)C(C(=O)c1ccccc1)[N+](=O)[O-] (stereo not given)
27: COc1cc(Cl)c(C)cc1NC(=O)COC(=O)c1ccc(CN2CCCC2=O)cc1
28: O=C(COC(=O)CCC(=O)c1ccc(F)cc1)NCc1ccccc1Cl
29: O=C(O)c1ccccc1N(c1ccccc1)c1ccccc1
30: CCCN(C(=O)/C=C/c1ccc(S(=O)(=O)N(CC)CC)cc1)C1CCS(=O)(=O)C1 (stereo not given)
Assay by compound	21	22	23	24	25	26	27	28	29	30
GLS inhibitor	2%	4%	-1%	3%	19%	4%	2%	-6%	-11%	1%
G9a inh	6%	-11%[59 µM]	27%[12.7 µM]	-3%[59 µM]	x	50µM*	-34%[12.7 µM]	x	x	x
HP1b chromo inh	7%	25%	57%[activator]	19%	29%	27%	24%	15%[57 µM]	7%	40%[activator]
BAZ2B block	0%	2%	-19%	2%	x	-13%	8%	x	x	x
JMJD2A Tudor inh	-3%	-8%	-1%	-9%	-20%	-20%	-1%	-14%	-17%	-4%
Tb PGK inh	10%	0%	-2%	-6%	i	-10%	i	i	0%	-3%
BLM inh	-3%	2%	-6%	-7%	x	-4%	x	x	x	x
Pin1 inh	2%	-2%	-4%	-4%	49%[activator]	-7%	4%	-7%	-4%	0%
POLI inh	114%[activator]	20%	41%[activator]	21%	19%	22%	4%	34%[activator]	-26%	9%

2 entries from above, with values ahead of the structure:
cpd | GLS inhibitor | G9a inh | HP1b chromo inh | BAZ2B block | JMJD2A Tudor inh | Tb PGK inh | BLM inh | Pin1 inh | POLI inh | molecule
22 | 4% | -11%[59 µM] | 25% | 2% | -8% | 0% | 2% | -2% | 20% | CCc1cccc(C)c1NC(=O)CN(C)Cc1ccccc1F
24 | 3% | -3%[59 µM] | 19% | 2% | -9% | -6% | -7% | -4% | 21% | COc1ccc(CNC(=O)Cn2c(=O)n3nc(-c4ccc(OC)cc4)nc3c3ccccc32)cc1

The list goes on:
31: CCOC(=O)CSCC(=O)Nc1ccc(S(=O)(=O)N2CCCCC2)cc1
32: Cc1ccccc1C(=O)Nc1ccc(N2CCCC2)cc1
33: O=C(Nc1ccc(Oc2ccccc2)cc1)c1ccc(Cn2c(=O)[nH]c3ccsc3c2=O)cc1
34: CC(C)CNS(=O)(=O)c1ccc(CCC(=O)NCc2cccnc2)cc1
35: CCOc1ccc(CN2CCNC(=O)C2CC(=O)NC2CCCCCC2)cc1 (stereo not given)
36: COCCOC(=O)C1=C(C)N=C2SCCC(=O)N2C1c1ccc(C(=O)OC)cc1 (stereo not given)
37: CC(/C=N/NC(=O)c1cccs1)=C\c1ccccc1
38: O=C(CN(Cc1ccccc1)C(=O)CSc1nnc(COc2ccccc2)o1)NC1CCCC1
39: CCOC(=O)CC1C(=O)NCCN1S(=O)(=O)c1ccc(OC)cc1 (stereo not given)
40: O=C(CSc1nc(C2CC2)nc2ccccc12)Nc1ccccc1N1CCOCC1
Assay by compound	31	32	33	34	35	36	37	38	39	40
GLS inhibitor	3%	28%	5%	14%	-1%	9%	17%	-8%	4%	2%
G9a inh	5%	3.2µM*	-9%	23%[59 µM]	40µM*	15%[59 µM]	46%[59 µM]	10µM*	8%	3%
HP1b chromo inh	6%	-13%	2%	18%	27%	30%	21%	-8%	36%	43%[activator]
BAZ2B block	12%	u	-1%	6%	-26%	1%	-6%	-2%	-12%	-23%
JMJD2A Tudor inh	-12%	28µM*	-12%	-2%[57.1 µM]	-21%	-3%	-11%	-12%	-10%	-5%
Tb PGK inh	-4%	-1%	-9%	-9%	9%	-2%	1%	11%	9%	-2%
BLM inh	-6%	-1%	-7%	-2%	-3%	-4%	-4%	1%	1%	3%
Pin1 inh	-4%	0%	23%	u	1%	7%	-3%	2%	6%	1%
POLI inh	8%	u	u	1%	54%[activator]	3%	47%[activator]	10%	18%	18%

Full records, looked up by structure:
`CCOC(=O)CC1C(=O)NCCN1S(=O)(=O)c1ccc(OC)cc1` (stereo not given) is listed with GLS inhibitor: 4%; G9a inh: 8%; HP1b chromo inh: 36%; BAZ2B block: -12%; JMJD2A Tudor inh: -10%; Tb PGK inh: 9%; BLM inh: 1%; Pin1 inh: 6%; POLI inh: 18%
`O=C(O)c1ccccc1N(c1ccccc1)c1ccccc1` is listed with GLS inhibitor: -11%; G9a inh: x; HP1b chromo inh: 7%; BAZ2B block: x; JMJD2A Tudor inh: -17%; Tb PGK inh: 0%; BLM inh: x; Pin1 inh: -4%; POLI inh: -26%

Next part
41: CC(=O)N(Cc1cc(=O)[nH]c2ccccc12)c1ccc(C)cc1C
42: CCN(C[C@H]1N[C@@](Cc2ccccc2)(C(=O)OC)[C@H]2C(=O)N(C)C(=O)[C@@H]12)S(=O)(=O)c1ccc(C(F)(F)F)cc1
43: CCOC(=O)c1c(C)[nH]c(C(=O)NCc2ccccn2)c1C
44: CSC1=C(C#N)C(CC(C)C)C(C(C)=O)=C(C)N1 (stereo not given)
45: O=C(CN1CCN(c2ccccc2F)CC1)c1c[nH]c2ccc(F)cc12
46: CCOc1cccc(C(=O)Nc2ccc3[nH]ncc3c2)c1
Assay by compound	41	42	43	44	45	46
GLS inhibitor	-14%	10%	-5%	10%	2%	4%
G9a inh	32µM*	x	-28%	50µM*	u	1%
HP1b chromo inh	-18%[57 µM]	14%	37%	53%[activator]	13%	18%
BAZ2B block	-7%	x	5%	6%	2%	9%
JMJD2A Tudor inh	u	-27%	-8%	12%	-17%	-1%
Tb PGK inh	-10%	3%	i	-6%	-1%	10%
BLM inh	-1%	x	x	-2%	-8%	0%
Pin1 inh	1%	-9%	-6%	-3%	5%	5%
POLI inh	14%	-7%	-7%	-8%	4%	150%[activator]
